Screening results as filed in PubChem.
GSTO1 inh: GSTO1 inhibition, counter-screen for RBBP9 inhibitors; recombinant GSTO1, activity-based probe fluorescence polarization; inhibition, % at 5.96 µM; 300,000 compounds, 1.1% hits; AID 1974;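 active = inhibition above the campaign mean inhibition plus 3 SD, cut at about 35% in these data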;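 also: 0% = GSTO1-1 with DMSO and 100% = wells lacking GSTO1-1 enzyme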
LYPLA1 counter: counter-screen for PME1 inhibitors: inhibitors of human LYPLA1; O75608; recombinant LYPLA1, FP-Rh probe fluorescence polarization; inhibition, % at 5.9 µM; 320,000 compounds, 0.16% hits; AID 2174;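 active = inhibition above the mean of all tested compounds plus 3 SD, set per campaign, cut at about 14% in these data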;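 also: inhibitors block serine hydrolase probe labeling of LYPLA1 so polarization falls; 0% = enzyme with DMSO and 100% = wells lacking LYPLA1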
pPAFAH FP inh: pPAFAH (human) enzyme inhibition; Q13093; recombinant pPAFAH, FP-rhodamine probe fluorescence polarization; inhibition, % at 3.39 µM; 330,000 compounds, 1.5% hits; AID 463082;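 active = inhibition above the mean inhibition across the screen plus 3 SD, cut at about 25% in these data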;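 also: inhibitors block binding of the rhodamine activity-based probe so polarization drops; 0% = enzyme with DMSO and 100% = wells lacking pPAFAH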
Target sequence (Q13093 whole entry, looked up): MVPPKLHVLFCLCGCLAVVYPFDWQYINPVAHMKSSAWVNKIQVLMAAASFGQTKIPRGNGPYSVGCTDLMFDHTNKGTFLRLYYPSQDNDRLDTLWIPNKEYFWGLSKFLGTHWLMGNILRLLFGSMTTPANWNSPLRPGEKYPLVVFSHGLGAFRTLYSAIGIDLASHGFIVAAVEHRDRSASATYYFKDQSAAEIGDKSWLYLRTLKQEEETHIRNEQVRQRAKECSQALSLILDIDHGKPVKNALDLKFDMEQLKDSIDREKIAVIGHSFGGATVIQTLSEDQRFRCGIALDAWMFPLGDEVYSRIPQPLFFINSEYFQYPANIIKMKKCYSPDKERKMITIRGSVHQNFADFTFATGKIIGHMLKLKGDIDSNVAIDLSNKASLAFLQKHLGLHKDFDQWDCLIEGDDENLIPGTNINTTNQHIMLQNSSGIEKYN
LYPLA2 counter: counter-screen for PME1 inhibitors: inhibitors of human LYPLA2. 320,000 compounds, 0.38% hits. recombinant LYPLA2, FP-Rh probe fluorescence polarization. inhibition, % at 5.9 µM;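 active = inhibition above the screen-wide mean plus 3 SD, limit set per campaign, cut at about 26% in these data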;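 also: 0% = LYPLA2 with DMSO and 100% = wells lacking LYPLA2 enzyme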
PAD4 FP inh: inhibitors of human PAD4 | Q9UM07 | recombinant PAD4, RCA probe fluorescence polarization | inhibition, % at 6.36 µM | 330,000 compounds, 0.41% hits | AID 485272;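 active = percent inhibition above a cutoff equal to the mean of all tested compounds plus 3 SD, cut at about 15% in these data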;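 also: 0% = PAD4 with RCA probe and DMSO and 100% = probe without PAD4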
PAFAH1B3 FP inh: blocks human PAF acetylhydrolase 1B catalytic subunit 3 | Q15102 | recombinant PAFAH1B3, FP-rhodamine probe, fluorescence polarization | inhibition, % at 3.39 µM | 340,000 compounds, 0.28% hits;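 active = inhibition above the screen-wide average of all tested compounds plus 3 SD, cut at about 25% in these data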;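 also: 0% = enzyme with DMSO only and 100% = wells lacking PAFAH1B3 protein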
Target sequence (Q15102 whole entry, looked up): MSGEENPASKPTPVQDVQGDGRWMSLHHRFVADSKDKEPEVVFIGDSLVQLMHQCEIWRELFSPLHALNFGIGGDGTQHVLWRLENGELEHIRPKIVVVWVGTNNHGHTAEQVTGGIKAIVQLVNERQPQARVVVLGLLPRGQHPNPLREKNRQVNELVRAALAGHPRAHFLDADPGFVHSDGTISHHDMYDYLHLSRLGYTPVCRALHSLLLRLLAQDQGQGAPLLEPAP
PAFAH2 FP inh: PAFAH2 (human) inhibition | Q99487 | recombinant PAFAH2, FP-rhodamine activity probe, fluorescence polarization | inhibition, % at 3.39 µM | 340,000 compounds, 0.99% hits;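 active = inhibition above the mean over all tested compounds plus 3 SD, cut at about 30% in these data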;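 also: inhibitors block probe labeling of enzyme so polarization drops; 0% = enzyme with DMSO and 100% = wells lacking PAFAH2 protein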
PREPL inh: inhibitors of human prolyl oligopeptidase-like enzyme PREPL. Q4J6C6. recombinant PREPL, fluorescence polarization activity-based probe. inhibition, % at 5.96 µM. 320,000 compounds, 0.68% hits. AID 2751; in the data active = inhibition above about 43%;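 also: 0% = enzyme with DMSO and 100% = wells lacking enzyme; many of its hits are not listed in these tables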
PAFAH1B2 FP inh: PAFAH1B2 (human) inhibition; recombinant PAFAH1B2, FP-rhodamine activity probe, fluorescence polarization; P68402; inhibition, % at 3.39 µM; AID 492953; 340,000 compounds, 1.2% hits;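 active = inhibition above the mean of all tested compounds plus 3 SD, cut at about 24% in these data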;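 also: 0% = enzyme with DMSO and 100% = wells lacking PAFAH1B2; many of its hits are not listed in these tables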
Target sequence (P68402 whole entry, looked up): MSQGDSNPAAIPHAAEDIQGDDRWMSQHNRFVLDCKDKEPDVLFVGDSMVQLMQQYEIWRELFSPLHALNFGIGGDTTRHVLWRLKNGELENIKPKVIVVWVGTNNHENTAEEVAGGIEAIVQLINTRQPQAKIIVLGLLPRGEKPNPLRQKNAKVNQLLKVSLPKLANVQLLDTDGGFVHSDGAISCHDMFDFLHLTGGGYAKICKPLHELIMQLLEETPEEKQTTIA
The depositor's hits bear a star; . = no result given. Some of the compounds tested. The share of hits here may be higher or lower than overall.

SMILES	GSTO1 inh	LYPLA1 counter	pPAFAH FP inh	LYPLA2 counter	PAD4 FP inh	PAFAH1B3 FP inh	PAFAH2 FP inh	PREPL inh	PAFAH1B2 FP inh
CC(C)(C)c1ccc(S(=O)(=O)NCC(=O)N2CCN(Cc3ccccc3)CC2)cc1	3	2	6	4	-2	7	-1	-4	-1
O=[N+]([O-])c1ccc(N2CCN(CCOCCO)CC2)c([N+](=O)[O-])c1	3	-4	0	-5	-3	5	1	4	-2
CC1=NN2C(=N)/C(=C\c3ccc(SCc4ccccc4)o3)C(=O)N=C2S1	2	-3	14	2	-1	4	32*	10	19
CC1=NN(CCC#N)C(=O)/C1=C/c1ccc(N(C)C)cc1	23	1	6	9	-21	10	-1	2	0
CNC(=O)COc1ccccc1C(=O)Nc1ccc2c(c1)oc1ccccc12	-4	-9	3	-18	-1	0	0	-17	-4
CCCS(=O)(=O)c1nc(S(=O)(=O)c2ccc(C)cc2)c(N2CCN(CC)CC2)s1	-12	-2	4	-2	-1	8	5	10	3
O=C(c1ccc2c(c1)OCO2)C1CCCN(Cc2cn[nH]c2-c2cccc(F)c2)C1 (stereo unspecified)	4	-2	0	-3	-5	1	5	-16	2
Cc1cc(N2CCCC2)nc(SCC(=O)c2ccccc2)n1	-5	1	-3	-5	-5	2	8	5	2
CCOc1ccc(C(=O)Nc2cccc(-c3cc4ccccc4oc3=O)c2)cc1[N+](=O)[O-]	-15	-26	-5	-49	-11	-39	-35	0	-20
CC1CC(NC(=O)N(C)C)N(C)C(=O)N1 (stereo unspecified)	-3	-3	4	4	5	0	-6	6	2

The final three compounds of the part before open the next one.
SMILES	GSTO1 inh	LYPLA1 counter	pPAFAH FP inh	LYPLA2 counter	PAD4 FP inh	PAFAH1B3 FP inh	PAFAH2 FP inh	PREPL inh	PAFAH1B2 FP inh
Cc1cc(N2CCCC2)nc(SCC(=O)c2ccccc2)n1	-5	1	-3	-5	-5	2	8	5	2
CCOc1ccc(C(=O)Nc2cccc(-c3cc4ccccc4oc3=O)c2)cc1[N+](=O)[O-]	-15	-26	-5	-49	-11	-39	-35	0	-20
CC1CC(NC(=O)N(C)C)N(C)C(=O)N1 (stereo unspecified)	-3	-3	4	4	5	0	-6	6	2
COc1ccc(NC(=O)COC(=O)C2CC2)c(OC)c1	.	1	4	7	-1	1	2	10	-2
CCCS(=O)(=O)N1CCN(C(=O)c2cccs2)CC1	6	1	-2	-5	-5	-1	7	1	4
CC(=O)N1CCc2cc(S(=O)(=O)N3CCc4ccccc4C3)ccc21	4	-4	3	5	-1	3	-2	0	1
CCn1c(C)nc2cc(C(=O)N/N=C/c3cccc(OC)c3O)ccc21	-2	-1	1	-8	-2	3	3	24	8
O=C(c1cc(N2CCOCC2)c(F)cc1[N+](=O)[O-])N1CCOCC1	6	0	1	-4	7	14	-5	6	1
Cc1nnc(SCC(=O)N/N=C/c2cn(-c3ccccc3)nc2-c2ccccc2)n1-c1ccccc1	1	-8	0	-5	-1	4	-8	-1	0
O=C(CN1CCN(Cc2ccccc2Cl)C1=O)NCc1ccco1	8	1	2	-3	0	0	-4	15	4
Cc1cc(C(=O)CSCCCn2c(=O)[nH]c3ccccc32)c(C)n1C	-3	0	8	2	2	5	11	11	2
O=C(Nc1ccccc1)[C@@H]1CC=C[C@@H]2CCN(Cc3ccccc3)C(=O)[C@@H]21	-7	-3	-1	0	-3	-1	4	-29	3
COC(=O)c1ccc(-c2c(-c3ccccc3)ncc3cc(OC)c(OC)cc23)cc1	.	-2	-6	-9	-13	2	5	2	6
Cc1nn(-c2ccccc2)c(C)c1CN(C)C(=O)c1ccc(S(=O)(=O)NCc2ccco2)cc1	.	-3	-1	-5	-2	5	3	21	4
CC(=O)Nc1ccc(Br)c2ccccc12	6	1	-2	6	2	8	7	-4	3
CCN1CCN(C(=O)c2ccccc2NC(=O)c2ccc(Cl)cc2)CC1	-3	-3	3	-1	4	-11	8	4	1
Cc1cc(OCc2nn[nH]n2)c2c(C)c(CC(=O)O)c(=O)oc2c1	-3	2	-2	9	-2	10	3	-8	-1
CCN(CC)c1ccc(/C=C/c2nc3ccccc3s2)cc1	-7	0	7	0	0	.	.	-3	.
NC(=O)CC[C@H](NC(=O)[C@H](Cc1ccccc1)n1c(=O)[nH]c2ccccc2c1=O)C(=O)N1CCC[C@H]1C(=O)O	-9	3	5	4	0	5	7	6	4
CCCC(=O)NCCc1nc2ccccc2n1C	1	3	3	8	3	15	-1	6	4
NC(=O)c1ccc(N=Cc2ccc([N+](=O)[O-])s2)cc1	31	-3	14	-2	-2	13	60*	4	8
CN(CC(=O)Nc1ccc(Cl)cc1)C(=O)CNC(=O)Cc1cccc2ccccc12	.	-7	-4	-7	4	-4	-4	7	3
C/C=C(\C)CN1CCCC(CO)(Cc2ccccc2)C1 (stereo unspecified)	11	-3	-6	-14	2	7	-1	14	4
Cc1ccc2nc(SCC(=O)Nc3ccc(F)cc3F)[nH]c2c1	0	-2	-1	-1	-3	-2	-9	-6	-3
CS(=O)(=O)NCCSCc1c(Cl)cccc1Cl	5	0	2	0	0	11	19	0	6
O=C(CCc1nc2ccccc2c(=O)[nH]1)OCc1ccc(-c2ccccc2)cc1	-2	1	-3	-2	-3	4	-14	4	-2
OCC1(Cc2ccccc2)CCN(Cc2cnc(-c3ccc(Cl)cc3)nc2)CC1	-7	0	-1	14	5	-2	-6	11	1
COCCNC(=O)CN(C(=O)CCC(=O)Nc1ccccn1)c1ccc(OC)cc1	9	-4	-6	-4	-11	4	0	3	-2
CCCCCCc1nc2c(=O)[nH]c3ccccc3c2o1	-2	0	1	-1	4	5	3	25	6
O=C(OCCc1cc2ccccc2c(=O)o1)c1cccc(Br)c1	.	0	1	-2	-2	12	-1	0	1
Cc1ccc(C(=O)Nc2c[nH]c(=O)[nH]c2=O)cc1	-1	2	-2	-5	0	0	-6	16	-2
S=C1NCCOCCOCCOCCOCCN1	6	1	-2	5	4	-6	-10	3	3
Nc1ccc(Br)cc1C(=O)O	1	0	4	3	0	2	1	-6	2
O=C(COc1cc2oc(=O)cc(-c3ccccc3)c2cc1Cl)NCc1ccccn1	-22	-4	4	4	-2	6	8	-5	7
CCn1c(N2CCN(C(=O)C34CC5CC(CC(C5)C3)C4)CC2)nc2ccccc21	-1	0	-2	-2	-5	5	14	5	15
Cc1ccc(CNC(=O)CNS(=O)(=O)c2cccc3nsnc23)cc1	-7	1	1	1	3	12	7	8	9
O=C(c1cccnc1)c1ncc(C(F)(F)F)cc1Cl	1	0	2	0	-1	5	-9	-3	-1
COc1ccc(S(=O)(=O)N2CCCC2)cc1C(C)C	1	-3	4	-5	-3	1	2	-6	9
COc1cccc(Nc2c([N+](=O)[O-])cncc2[N+](=O)[O-])c1	9	1	0	4	-8	18	-3	21	1
Nc1c(C(=O)CSc2ccccn2)c(=O)[nH]c(=O)n1C1CC1	.	-4	-1	0	0	6	-3	0	5
CC1CCN(S(=O)(=O)c2ccc3c(c2)n(C)c(=O)n3C)CC1	2	0	-1	-4	1	-3	-4	1	10
CC(C)[C@H](NC(=O)c1ccccc1Cl)C(=O)NC1CCCCCC1	-1	-1	6	-2	1	2	1	-3	4
CC(C)n1c(SCC(=O)N2CCN(C)CC2)nc2c1c(=O)n(C)c(=O)n2C	1	-1	0	-3	1	5	-3	16	-5

The last two entries of the section above are carried over, then new ones follow.
SMILES	GSTO1 inh	LYPLA1 counter	pPAFAH FP inh	LYPLA2 counter	PAD4 FP inh	PAFAH1B3 FP inh	PAFAH2 FP inh	PREPL inh	PAFAH1B2 FP inh
CC(C)[C@H](NC(=O)c1ccccc1Cl)C(=O)NC1CCCCCC1	-1	-1	6	-2	1	2	1	-3	4
CC(C)n1c(SCC(=O)N2CCN(C)CC2)nc2c1c(=O)n(C)c(=O)n2C	1	-1	0	-3	1	5	-3	16	-5
Cc1nn2cc(-c3ccc(Cl)cc3)cnc2c1Cl	13	-1	-5	2	1	3	-1	1	-2
COc1ccccc1/C=C/C(=O)Nc1cccc(S(=O)(=O)NC2=NCCCCC2)c1	-9	-10	-4	-10	-4	-3	5	9	4
CCn1c(SCC(=O)Nc2ccc3c(c2)OCCO3)nnc1C(C)C	0	-1	3	-3	-4	-5	-3	1	2
CCOC(=O)c1cnc(SCC(=O)Nc2ccc3c(c2)OCCO3)nc1N	3	12	7	3	0	6	-6	-3	1
COC(=O)c1cc(NC(=O)CSc2nnc(N)s2)ccc1Cl	-5	1	4	-10	0	7	-5	-5	5

Whole records, looked up by structure. Values in the order: GSTO1 inh	LYPLA1 counter	pPAFAH FP inh	LYPLA2 counter	PAD4 FP inh	PAFAH1B3 FP inh	PAFAH2 FP inh	PREPL inh	PAFAH1B2 FP inh
CCN(CC)c1ccc(/C=C/c2nc3ccccc3s2)cc1 reads -7	0	7	0	0	.	.	-3	.
CCN1CCN(C(=O)c2ccccc2NC(=O)c2ccc(Cl)cc2)CC1 reads -3	-3	3	-1	4	-11	8	4	1

Molecules shown so far containing bromine:
SMILES	GSTO1 inh	LYPLA1 counter	pPAFAH FP inh	LYPLA2 counter	PAD4 FP inh	PAFAH1B3 FP inh	PAFAH2 FP inh	PREPL inh	PAFAH1B2 FP inh
CC(=O)Nc1ccc(Br)c2ccccc12	6	1	-2	6	2	8	7	-4	3
O=C(OCCc1cc2ccccc2c(=O)o1)c1cccc(Br)c1	.	0	1	-2	-2	12	-1	0	1
Nc1ccc(Br)cc1C(=O)O	1	0	4	3	0	2	1	-6	2
